Screening data from PubChem.
Yeast superoxide = caloric restriction mimetics inhibiting age-related superoxide in yeast. S. cerevisiae aged cells, superoxide DHE fluorescence; hits give low values. superoxide response (% of plate mean), % at 10 µM. 330,000 compounds, 0.18% hits. AID 2690;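 active = superoxide response under a set limit, about three screen SD below normal, cut at about 65% in these data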;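 note: yeast aged for seven days with compound at 30 °C before DHE staining; 100% = average MFI of all compound-treated wells on the plate with controls excluded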
ZTA DNA inh = counter-screen for EBNA-1 inhibitors: inhibitors of Epstein-Barr virus ZTA; inhibition, % at 11 µM; ZTA-DNA binding, fluorescence polarization; 320,000 compounds, 0.15% hits; in the data active = inhibition above about 33%
Target sequence (P03206 whole entry, looked up): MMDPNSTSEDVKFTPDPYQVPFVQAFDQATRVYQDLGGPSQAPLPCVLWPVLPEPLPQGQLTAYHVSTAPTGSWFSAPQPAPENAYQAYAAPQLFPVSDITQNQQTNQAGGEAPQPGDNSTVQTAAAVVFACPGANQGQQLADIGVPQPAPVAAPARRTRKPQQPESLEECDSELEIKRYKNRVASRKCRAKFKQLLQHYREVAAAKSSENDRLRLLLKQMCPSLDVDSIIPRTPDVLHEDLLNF
EBNA-1 inhibitor = blocks EBNA-1 binding to DNA; EBNA-1 DNA binding, fluorescence polarization; inhibition, % at 14.8 µM; 300,000 compounds, 0.34% hits; in the data active = inhibition above about 28%
core dimer inh = HCV core protein dimerization inhibition; TR-FRET GST/Flag-core106 dimerization, 1536-well; inhibition, % at 5 µM; 300,000 compounds, 0.33% hits;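 active = inhibition above the mean of all tested compounds plus 3 SD, set per screening campaign, cut at about 45% in these data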
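Assay system – GST-tagged and Flag-tagged HCV core protein residues 1-106 · Quantity – core106 proteins, GST 13.5 nM and Flag 17 nM · Benchmarks – unlabelled core106 and no-GST-core106 wells · Read-out basis – percent inhibition of core106 dimerization signal · Detection – time-resolved FRET, ex 340 nm, em 617 and 671 nm · Schedule – 4 h at 22.5 °C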
TPT1 inhibitor = blocks Candida albicans tRNA 2'-phosphotransferase; recombinant caTPT1, FP RNA substrate dephosphorylation; inhibition, % at 5 µM; 300,000 compounds, 0.81% hits;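 active = inhibition above the mean of all tested compounds plus 3 SD, set per screening campaign, cut at about 24% in these data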;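 note: plate controls were DMSO alone for no effect and ferristatin control at 100 nM for full effect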
JMJD2C inh = inhibitors of human GASC-1 (JMJD2C) demethylase | GST-JMJD2C(1-420) H3K9me3 demethylation, DELFIA europium | Q9H3R0 | 330,000 compounds, 0.069% hits | inhibition, % at 2.35 µM;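 active = more than half of a compound's replicate wells show inhibition beyond 50%, single wells judged on their own value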;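 note: signal counts dimethyl H3K9 product captured on neutravidin plate; 0% = median of DMSO wells and 100% = 0.3 times that DMSO median; strong numbers were not always called active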
CTSL1 counter = cathepsin L1 inhibition, PFM18AAP counter-screen. recombinant F. hepatica cathepsin L1, Z-Leu-Arg-MCA fluorescence. inhibition, % at 5.96 µM. 300,000 compounds, 0.49% hits;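 active = inhibition above the mean of all tested compounds plus 3 SD, set per screening campaign, cut at about 17% in these data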;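 note: 0% = plate median of test compound wells and 100% = 1 µM Z-Phe-Ala-diazomethylketone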
PP5 inh = PP5 (human) phosphatase inhibition; P53041; purified PP5c, OMFP substrate fluorescence; AID 1987; 320,000 compounds, 0.18% hits; inhibition, % at 6.7 µM;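 active = inhibition above the campaign's mean inhibition across all tested compounds plus 3 SD, cut at about 9.5% in these data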;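 note: 0% = DMSO only and 100% = 100 µM cantharidin control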
PP1 counter = counter-screen for PP5 inhibitors: inhibitors of human PP1-alpha | P62136 | purified PP1alpha, OMFP fluorescence | inhibition, % at 6.7 µM | 320,000 compounds, 0.9% hits;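 active = inhibition above the mean inhibition of all tested compounds plus 3 SD, computed separately for each screening campaign, cut at about 15% in these data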
Target sequence (P62136 whole entry, looked up): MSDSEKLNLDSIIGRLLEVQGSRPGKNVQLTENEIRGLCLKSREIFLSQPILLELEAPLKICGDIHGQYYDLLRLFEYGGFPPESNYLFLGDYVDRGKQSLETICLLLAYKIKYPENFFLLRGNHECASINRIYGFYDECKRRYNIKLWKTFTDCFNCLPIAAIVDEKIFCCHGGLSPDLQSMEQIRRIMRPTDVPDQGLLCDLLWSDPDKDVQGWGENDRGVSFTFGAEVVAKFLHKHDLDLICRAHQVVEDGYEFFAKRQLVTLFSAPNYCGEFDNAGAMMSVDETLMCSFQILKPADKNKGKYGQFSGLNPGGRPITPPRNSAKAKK
Starred values were filed as active, the others as inactive; . = no result given; & = joins results of further samples.

The opening 13 entries as a preview:
SMILES	Yeast superoxide	ZTA DNA inh	EBNA-1 inhibitor	core dimer inh	TPT1 inhibitor	JMJD2C inh	CTSL1 counter	PP5 inh	PP1 counter
COc1cccc(N2C(=O)C(O)=C(C(C)=O)C2c2ccc(OC)c(OC)c2)c1 (centres undefined)	104	2	-3	1	-1	.	3	2.4	7
O=C(Cc1c[nH]c2ccccc12)N1CCc2ccccc21	84	-12	-13	16	8	1	7	-0.8	-9
COC(=O)c1cc(S(=O)(=O)N2CCN(c3cc(C)ccc3C)CC2)c[nH]1	111	0	-4	-10	-3	-12	4	3.0	4
O=C(NCc1ccco1)C1CC(=O)N(c2ccc(Cl)cc2)C1 (centres undefined)	94	3	1	0	-2	-13	1	1.9	-1
CC(=O)c1ccc(OC(=O)c2nc(-c3ccccc3)oc2C)cc1	93	-5	4	0	-4	30	-1	2.1	8
COc1ccc(CCNC(=O)Cc2cccs2)cc1	95	0	-2	-1	3	-6	0	1.5	4
CC1CCCC(C)N1C(=O)CSc1ncccn1 (centres undefined)	109	2	0	-13	0	-12	4	1.0	-1
O=c1cc(CN2CCOCC2)c2c(ccc3ccccc32)o1	94	-13	2	-6	1	-47	0	1.8	0
COc1ccc(C(O)c2ncc(C(F)(F)F)cc2Cl)cc1 (centres undefined)	106	3	7	1	0	-2	-4	0.6	1
Cc1[nH][nH]c(=O)c1C(c1ccc(-c2ccc(Cl)cc2)o1)c1c(C)[nH][nH]c1=O	103	-6	5	7	0	-16	2	1.8	5
CCN(C(=O)COC(=O)c1cc(-c2ccccc2)nc2ccc(Br)cc12)C1CCS(=O)(=O)C1 (centres undefined)	107	3	5	40	-1	-1	2	1.6	7
OCC1(Cc2ccccc2)CCCN(Cc2ccc3c(c2)OCCO3)C1 (centres undefined)	93	-7	1	-3	0	-7	0	3.7	-2
O=C(O)CSc1nnc(Cc2ccccc2)n1Cc1ccccc1	96	-1	0	-17	-1	4	2	0.9	-3

All compounds of this part, from the first entry:
SMILES	Yeast superoxide	ZTA DNA inh	EBNA-1 inhibitor	core dimer inh	TPT1 inhibitor	JMJD2C inh	CTSL1 counter	PP5 inh	PP1 counter
COc1cccc(N2C(=O)C(O)=C(C(C)=O)C2c2ccc(OC)c(OC)c2)c1 (centres undefined)	104	2	-3	1	-1	.	3	2.4	7
O=C(Cc1c[nH]c2ccccc12)N1CCc2ccccc21	84	-12	-13	16	8	1	7	-0.8	-9
COC(=O)c1cc(S(=O)(=O)N2CCN(c3cc(C)ccc3C)CC2)c[nH]1	111	0	-4	-10	-3	-12	4	3.0	4
O=C(NCc1ccco1)C1CC(=O)N(c2ccc(Cl)cc2)C1 (centres undefined)	94	3	1	0	-2	-13	1	1.9	-1
CC(=O)c1ccc(OC(=O)c2nc(-c3ccccc3)oc2C)cc1	93	-5	4	0	-4	30	-1	2.1	8
COc1ccc(CCNC(=O)Cc2cccs2)cc1	95	0	-2	-1	3	-6	0	1.5	4
CC1CCCC(C)N1C(=O)CSc1ncccn1 (centres undefined)	109	2	0	-13	0	-12	4	1.0	-1
O=c1cc(CN2CCOCC2)c2c(ccc3ccccc32)o1	94	-13	2	-6	1	-47	0	1.8	0
COc1ccc(C(O)c2ncc(C(F)(F)F)cc2Cl)cc1 (centres undefined)	106	3	7	1	0	-2	-4	0.6	1
Cc1[nH][nH]c(=O)c1C(c1ccc(-c2ccc(Cl)cc2)o1)c1c(C)[nH][nH]c1=O	103	-6	5	7	0	-16	2	1.8	5
CCN(C(=O)COC(=O)c1cc(-c2ccccc2)nc2ccc(Br)cc12)C1CCS(=O)(=O)C1 (centres undefined)	107	3	5	40	-1	-1	2	1.6	7
OCC1(Cc2ccccc2)CCCN(Cc2ccc3c(c2)OCCO3)C1 (centres undefined)	93	-7	1	-3	0	-7	0	3.7	-2
O=C(O)CSc1nnc(Cc2ccccc2)n1Cc1ccccc1	96	-1	0	-17	-1	4	2	0.9	-3
CCOc1ccc(S(=O)(=O)Nc2ccc(C(=O)N/N=C(\C)c3ccc(-n4ccnc4)cc3)cc2)cc1	97	-10	6	9	1	9	7	2.5	10
CCOCCn1c(N2CCCC2)nc2c1c(=O)[nH]c(=O)n2C	102	31	-9	11	-3	2	0	-0.7	-4
COc1ccc(S(=O)(=O)N(C)C2CCS(=O)(=O)C2)cc1OC (centres undefined)	92	-3	2	2	0	-9	2	-0.3	-4
CCOC(=O)c1ccc(NC(=O)C(C)Sc2nc(O)c(-c3ccccc3)c(=O)[nH]2)cc1 (centres undefined)	96	-6	-2	0	-3	-2	0	1.6	-1
N#CCCN(C(=O)COC(=O)Cc1c[nH]c2ccccc12)c1ccccc1	92	-2	-4	0	0	15	-5	-0.8	-1
Fc1ccc(COc2ccc(Br)cc2CNCc2ccncc2)cc1	101	5	-3	0	0	-5	-1	3.0	4
CC(C)(C)NC(=O)C(OC(=O)c1cccs1)c1ccc(C#N)cc1 (centres undefined)	98	8	1	0	3	-3	-29	-0.4	-2
COc1ccccc1N1CCN(C2CCCN(C(=O)CC(F)(F)F)C2)CC1 (centres undefined)	95	7	-2	14	1	-3	-3	1.0	-4
CCOc1ccc(OCc2ccc(C(=O)N3CCCCC3)o2)cc1	112	-22	0	-14	-4	5	3	3.5	0
CCOC(=O)N1CCN(Cc2nc3c(c(=O)[nH]c(=O)n3C)n2CCCc2ccccc2)CC1	105	-2	0	3	-3	-6	-3	2.4	-3
O=C1C=C(OCc2ccccc2)CN1	101	10	-2	3	0	17	1	-0.9	-2
Cc1nnc(NC(=O)c2cccc(S(=O)(=O)N3CCCC3)c2)s1	89	-13	13	-8	-3	3	2	1.6	1

A draw from above in order of number of heavy atoms, low to high.
SMILES	Yeast superoxide	ZTA DNA inh	EBNA-1 inhibitor	core dimer inh	TPT1 inhibitor	JMJD2C inh	CTSL1 counter	PP5 inh	PP1 counter
CC(C)(C)NC(=O)C(OC(=O)c1cccs1)c1ccc(C#N)cc1 (centres undefined)	98	8	1	0	3	-3	-29	-0.4	-2
COC(=O)c1cc(S(=O)(=O)N2CCN(c3cc(C)ccc3C)CC2)c[nH]1	111	0	-4	-10	-3	-12	4	3.0	4
CCN(C(=O)COC(=O)c1cc(-c2ccccc2)nc2ccc(Br)cc12)C1CCS(=O)(=O)C1 (centres undefined)	107	3	5	40	-1	-1	2	1.6	7

(continued)
SMILES	Yeast superoxide	ZTA DNA inh	EBNA-1 inhibitor	core dimer inh	TPT1 inhibitor	JMJD2C inh	CTSL1 counter	PP5 inh	PP1 counter
CNC(=O)Nc1ccc2snnc2c1	121	5	-1	3	3	-10	-8	3.1	-4
CN(C)c1cc[n+](CC(=O)Nc2ccccc2C(F)(F)F)cc1	98	1	3	7	0	-8	2	-0.2	-1
O=C(O)CCCNC(=O)c1cccc(C(=O)NCCCC(=O)O)n1	127	-4	-13	-1	-2	41	-2	2.8	-1
COc1ccccc1NC(=O)Cn1cc(C(=O)C2CC2)c2ccccc21	105	14	16	10	-1	-18	2	-1.2	0
O=C(NCC1CCCO1)c1cncc(Br)c1 (centres undefined)	123	-12	-11	0	-4	-4	6	-2.6	-3
N=c1c(S(=O)(=O)c2ccccc2)cc2c(=O)n3ccccc3nc2n1CCCN1CCOCC1	98	2	-13	2	4	-7	-4	2.7	6
CCNC(=S)N(CCc1ccccc1C)Cc1cc2cc(OC)c(OC)cc2[nH]c1=O	68	9	-10	-3	-3	-8	1	4.5	-7
O=C(NCc1ccc(F)cc1)C1CCCN(S(=O)(=O)c2ccc(Br)s2)C1 (centres undefined)	104	-2	1	8	-6	-28	2	2.9	8
CC1c2[nH]c3ccccc3c2CCN1C(=O)Nc1ccccc1 (centres undefined)	108	14	3	-1	1	5&15	-1	2.9	0
O=C(CCSCc1ccc(Cl)cc1)NCc1ccco1	121	-18	-5	-3	3	-1	-1	1.0	-5
Cc1ccc(CN2CCN(/N=C/c3cc([N+](=O)[O-])ccc3Cl)CC2)cc1	102	-15	-5	-2	2	-10	5	-2.7	-3
CCc1cc(=O)[nH]c(SCC(=O)Nc2cc(C)on2)n1	104	-5	-6	4	-4	-9	-1	1.3	0
CCN(CC)S(=O)(=O)c1ccc2oc(C(=O)NCCCN3CCOCC3)c(C)c2c1	92	-3	9	-8	-2	-1	-2	0.3	-2
COc1cc(/C=N/N2CCN(c3ccccc3)CC2)ccc1OC(C)=O	105	-5	4	6	-2	-5	2	-0.9	-1
C=CCOc1ccc(NC(=O)C2CC(=O)N(C(C)C)C2)cc1 (centres undefined)	92	7	5	4	3	5	-3	0.1	0
Cc1ccc(/C=N/Nc2cn[nH]c(=O)n2)o1	93	0	1	-7	-1	-11	3	-0.7	-3
O=C(NC(=S)NCc1ccc(-c2nc3ccccc3s2)cc1)c1ccco1	91	5	-1	7	-4	2	1	0.5	-2
CCN(CC)S(=O)(=O)c1cccc(NC(=O)COC(=O)CCc2nc3ccccc3s2)c1	113	-2	0	4	128*	-3	-12	0.9	-3
CCC(C)C(NC(=O)c1ccccc1)C(=O)Nc1ccc(S(=O)(=O)Nc2cc(C)nc(C)n2)cc1 (centres undefined)	103	7	.	.	.	.	.	3.2	-6
COc1cc(C)nc(Oc2ccc(=O)[nH]n2)n1	102	-3	-4	-1	0	4	8	-4.3	-5
CC(CC(=O)Nc1ccncc1)c1ccccc1 (centres undefined)	101	-5	13	-7	-8	1	3	0.8	-2
COc1ccc(N2CCN(CC(=O)Nc3ccccc3C(=O)NCc3ccccc3)CC2)cc1	89	14	.	.	.	.	.	0.5	2
O=C(Nc1nccs1)C1CC=CCC1 (centres undefined)	86	-8	-1	-4	-1	0	-3	2.5	-3
